# Screening results from PubChem.
# Calb biofilm kill: kills Candida albicans biofilms; C. albicans biofilm + clotrimazole, Alamar Blue; inhibition, % at 6 µM; actives 0.14% (n = 85,000);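 active means inhibition above 20%; inactive means inhibition below 20%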;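 further: preformed 24 hr biofilms exposed to compound for 48 hr; 0% = biofilm without compound and 100% = blank killed by clotrimazole plus chlorhexidine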
# The depositor's hits bear a star.
# The first 2 compounds, ahead of the listing:
SMILES,Calb biofilm kill
CCn1cc(C(=O)O)c(=O)c2cc(F)c(N3CCNCC3)nc21,22*
CN(C)CCOc1ccccc1Cc1ccccc1,7

# This part in full, from the first entry:
SMILES,Calb biofilm kill
CCn1cc(C(=O)O)c(=O)c2cc(F)c(N3CCNCC3)nc21,22*
CN(C)CCOc1ccccc1Cc1ccccc1,7
Cn1c(=O)c2c(ncn2CCO)n(C)c1=O,8
CCCCOc1ccc(CC(=O)NO)cc1,-4
CCCCC1C(=O)N(c2ccccc2)N(c2ccccc2)C1=O,1
C[C@@H]1C[C@H]2[C@@H]3C[C@H](F)C4=CC(=O)C=C[C@]4(C)[C@@]3(F)[C@@H](O)C[C@]2(C)[C@@]1(O)C(=O)COC(=O)C(C)(C)C,5
Cc1cccc(C)c1NC(=O)C1CCCCN1C (stereo not given),-1

# Looked up by structure from above:
SMILES,Calb biofilm kill
CCCCC1C(=O)N(c2ccccc2)N(c2ccccc2)C1=O,1
CCCCOc1ccc(CC(=O)NO)cc1,-4

# A portion of the library, so the mix of outcomes need not match the whole.
